Compound activity (PubChem BioAssay)
EPAC2 ag = EPAC2 (human) agonism; EPAC2 activation, biochemical qHTS; response scale: 100% = 6.5 mM cAMP response; Potency, µM (doses to about 154 µM), for inactives: at the highest dose activation, most hits filed as activators; 360,000 tested, 0.079% active; also: nearly all actives have a fitted effect of over 50% in size
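Readout is BODIPY fluorescence (480 nm excitation, 540 nm emission), which falls as labeled GDP is exchanged off Rap1B. EPAC2 at 100 nM acted on 250 nM RAP1B-BODIPY-GDP with 50 uM GDP present.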
FUS suppressor = rescues growth of FUS-expressing yeast; 390,000 tested, 0.24% active; AID 1347120; Potency, µM (series often up to 76.6 µM), without a hit: at the highest dose growth rescue (activation), most hits filed as activators; S. cerevisiae FUS-expressing, growth rescue, OD600, 24 h;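 also: plate controls were DMSO vehicle for no effect and reference control for full effect; nearly all actives have a fitted effect of over 55% in size; some results filed as inactive show a strong effect at the top dose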
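Restored growth of FUS-toxic S. cerevisiae, read as 600 nm absorbance after 24 h at 30C in galactose medium (starting OD 0.005). Controls CP55940 and DMSO.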
TDP-43 yeast inh = inhibitors of TDP-43 toxicity in yeast. Potency, µM (highest dose often 46.1 µM), for the others: at the highest dose growth rescue (activation), most hits filed as activators. TDP-43 expressing yeast growth rescue, BacTiter-Glo, 24 h. 410,000 tested, 1.8% active; also: % of control where 0% means no effect; nearly all actives have a fitted effect of over 50% in size
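Galactose-induced TDP-43 yeast, OD600=0.02, compound pinned; 24 hr, 30 deg C; BacTiter-Glo luminescence for growth. Inhibitors of TDP-43 toxicity read as activators.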
EPAC2 antagonist = blocks human EPAC2 exchange factor | EPAC2 GEF exchange of Rap1B-BODIPY-GDP, fluorescence | Potency, µM (series often up to 114 µM), for the others: top-dose activity, negative = inhibition, actives largely listed as inhibitors | 360,000 tested, 0.18% active | AID 720708; also: % is scaled to controls: 0 for no effect and ±100 for the full control effect; nearly all actives have a fitted effect of over 45% in size; many of its hits are not listed in these tables
EPAC1 antagonist = EPAC1 (human) antagonism; O95398; EPAC1 GEF assay, Rap1b-BODIPY-GDP exchange fluorescence; Potency, µM (top dose mostly 115 µM), inactives show at the highest dose activity change, negative = inhibition, most hits filed as inhibitors; 360,000 tested, 0.14% active; AID 720709;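 also: plate controls were vehicle for no effect and positive control for full effect; nearly all actives have a fitted effect of over 50% in size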
aSyn yeast inh = rescues yeast growth from alpha-synuclein toxicity; AID 652106; Potency, µM (highest dose often 46.1 µM), inactives show at the top dose growth rescue (activation), actives largely listed as activators; 370,000 tested, 0.14% active; Yeast expressing alpha-synuclein, growth rescue, BacTiter-Glo, 24 h; also: % of control where 0% means no effect; nearly all actives have a fitted effect of over 65% in size
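Readout is rescue of growth in alpha-synuclein-expressing yeast, so inhibitors of toxicity appear as activators. Growth after 24 hr at 30 deg C in galactose medium is quantified by luminescence.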
EPAC1 agonist = agonists of human EPAC1 | EPAC1 agonist qHTS, biochemical assay; response scale: 100% = response to 6.5 mM cAMP | Potency, µM (titrated, usually from 154 µM), for inactives: top-dose activation, hits mostly activators | 360,000 tested, 0.073% active | AID 720707; also: nearly all actives have a fitted effect of over 60% in size
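Read-out is the fluorescence drop as BODIPY-GDP leaves Rap1B (480 nm excitation, 540 nm emission), recorded every 5 minutes over 30 minutes. Reactions held 100 nM EPAC1, 250 nM Rap1B–BODIPY-GDP and 50 uM GDP, with 6.5 mM cAMP setting full activation.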
PTHR1 agonist = PTHR1 (human) receptor agonism | Potency, µM (series often up to 115 µM), for the others: top-dose activation, most hits filed as activators | HEK293 GP2 PTHR1 cells, GloSensor cAMP luminescence, 1 h | 410,000 tested, 0.075% active | Q03431 | AID 743266; also: nearly all actives have a fitted effect of over 55% in size; some results filed as inactive show a strong effect at the top dose; inactives centre near -15; many of its hits are not listed in these tables
Target sequence (Q03431 whole entry, looked up): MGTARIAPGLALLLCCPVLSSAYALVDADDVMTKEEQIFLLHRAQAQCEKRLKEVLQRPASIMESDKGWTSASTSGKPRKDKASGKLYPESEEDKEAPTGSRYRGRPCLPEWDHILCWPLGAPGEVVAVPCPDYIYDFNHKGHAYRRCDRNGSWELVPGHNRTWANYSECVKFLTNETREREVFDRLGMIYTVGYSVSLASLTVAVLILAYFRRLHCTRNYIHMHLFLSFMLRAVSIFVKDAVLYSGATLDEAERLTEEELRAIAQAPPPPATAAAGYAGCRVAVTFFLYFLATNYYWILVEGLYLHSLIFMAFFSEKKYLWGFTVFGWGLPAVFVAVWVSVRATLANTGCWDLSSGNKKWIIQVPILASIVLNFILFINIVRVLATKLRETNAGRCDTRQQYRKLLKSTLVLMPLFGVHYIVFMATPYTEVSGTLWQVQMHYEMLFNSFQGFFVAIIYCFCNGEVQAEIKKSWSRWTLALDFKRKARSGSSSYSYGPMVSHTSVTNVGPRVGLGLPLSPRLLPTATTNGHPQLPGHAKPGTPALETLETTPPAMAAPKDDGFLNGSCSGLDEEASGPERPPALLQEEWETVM
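HEK-293-derived GP2 cells expressing PTHR1 and a GloSensor cAMP reporter, 3,000/well, plated overnight, given luciferin plus IBMX (each 0.5 mM as added) for 1 h at 37 °C, then compound for 1 h at 37 °C. Luminescence was read after 15 min at room temperature.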
The depositor's hits bear a star; i = inactive; ? = inconclusive; · = no result given; & = joins results of further samples; [ ] = dose if it differs, or a comment. Calls follow the shape of the dose curve; as a rule, active = well fitted curve in the direction sought with a large enough effect; inconclusive = small, poorly fitted or top-dose-only effect, or another doubt; inactive = no such curve, though single readings can be large; an effect the other way counts as inactive or inconclusive. Potency is read from the fitted curve at half-maximal effect. A portion of the library (hit frequency here may not be typical).

mol | TDP-43 yeast inh | EPAC2 antagonist | PTHR1 agonist | aSyn yeast inh | EPAC1 antagonist | EPAC2 ag | EPAC1 agonist | FUS suppressor
C/C(N)=C(/C#N)C(=O)CSc1ccc2c(c1)OCCO2 | -6% | -2% | -15% | -1% | -12% | 13% | 8% | 6%
CC(C)[C@H](NC(=O)c1ccccc1)C(=O)OCC(=O)Nc1sccc1C(N)=O | -13% | -3% | -7% | -1% | -8% | 5% | 2% | 26%
CN(C(=O)c1ccc(NC(=O)Cc2cccc(NC(=O)C3CCN(C(=O)C4CCCC4)CC3)c2)cc1)C1CCCC1 | 15% | 7% | i | 1% | 2% | -4% | -4% | ?
N#Cc1ccccc1/C=N/Nc1nc(-c2ccccc2)c2cc(Br)ccc2n1 | 5% | 3% | i | 6% | 9% | -3% | 4% | 23%
Nc1nc(-c2c[nH]c3ccccc23)cs1 | 5% | -4% | i | 3% | -22% | 10% | 3% | 40%
CN(C[C@H](Cc1ccccc1)N(C[C@H](Cc1ccccc1)N(CC1(c2ccccc2)CC1)N=O)N=O)N=O | 7% | -8% | i | -1% | -3% | 8% | 4% | ?
CCOC(=O)c1oc2cc(C)cc(C)c2c1C | -4% | -20% | 0% | 0% | -7% | 7% | 3% | 44%
Nc1ccc(N=Nc2ccccc2O)c(N)c1 | 22% | -5% | -35%[inhibitor] | -8% | ? | 11% | 1% | 38%
COC(=O)C1CCN(S(=O)(=O)Cc2ccccc2)CC1 | -9% | 13% | -20% | -13% | -1% | -3% | -2% | ·
O=C(Nc1cccc(S(=O)(=O)NC2=NCCC2)c1)c1ccccc1F | -5% | 2% | -16% | -2% | -28% | 4% | 4% | 13%
Oc1ccc2ccccc2c1C=Nc1cc(C(F)(F)F)ccc1N1CCCC1 | -34%[inhibitor] | 9% | -2%[57.5 µM] | -16% | -11% | 8% | 7% | 5%
CC(C)C[C@H]1CN([C@@H](CC(C)C)CN2CCC[C@H]2CN2C(=O)C(=O)NC[C@@H]2Cc2ccc(O)cc2)C(=O)C(=O)N1CCc1ccccc1 | 0% | 7% | ? | -1% | -12% | 0% | -4% | 10%
COc1ccc(-c2c3c(=O)n(C)c(=O)n(C)c3cn2-c2ccccc2)cc1 | 0% | -4% | -24%[57.5 µM] | -4% | 4% | 2% | 3% | 30%
Cc1ccccc1NC(=O)COc1coc(CN2CCCc3ccccc32)cc1=O | ? | -3% | -37%[inhibitor] | 9% | 10% | 2% | 4% | 32%
Cc1ccc(C(=O)Nc2cccc(C(F)(F)F)c2)cc1Nc1cncnc1 | 23%&2% | -21%&-7% | -24% | 2%&-2% | -15%&-2% | 9%&6% | -10%&-24% | -2%&-6%
CC(C)C[C@@H](CN1C(=O)C(=O)NC[C@@H]1CC(C)C)NC(=O)Cc1ccccc1 | 8% | -7% | -24% | 0% | -13% | 0% | -8% | 25%
Cc1cccc(OCC(=O)N2CCN(c3nnc(-c4ccccc4)c4ccccc34)CC2)c1 | 25µM* | -11% | -47%[inhibitor] | 2% | -14% | 8% | 13% | 37%
CN(C)CCCN(C(=O)c1cccs1)c1nc(-c2ccccc2)cs1 | -17% | -5% | -18%[57.5 µM] | 11% | 5% | -1% | 2% | -1%
S=C(NCC1CCCO1)N1CCN(Cc2ccccc2)CC1 (stereo not drawn) | -12% | 17% | -47%[inhibitor] | 1% | 14% | 9% | 2% | 30%
CCc1cc2c(=O)n(CC(C)C)cnc2s1 | 29% | 9% | i | -4% | 5% | -7% | 0% | ·

The list goes on; it opens with the 2 that closed the last part.
mol | TDP-43 yeast inh | EPAC2 antagonist | PTHR1 agonist | aSyn yeast inh | EPAC1 antagonist | EPAC2 ag | EPAC1 agonist | FUS suppressor
S=C(NCC1CCCO1)N1CCN(Cc2ccccc2)CC1 (stereo not drawn) | -12% | 17% | -47%[inhibitor] | 1% | 14% | 9% | 2% | 30%
CCc1cc2c(=O)n(CC(C)C)cnc2s1 | 29% | 9% | i | -4% | 5% | -7% | 0% | ·
COCCCN(CCNC(=O)c1ccc(NC2=NC3CS(=O)(=O)CC3S2)cc1)Cc1ccco1 (stereo not drawn) | 0% | -11% | -11% | 1% | 8% | 7% | -1% | -5%
CCCn1c(N)c(N(CCOC)C(=O)CSc2c(Cl)cccc2Cl)c(=O)[nH]c1=O | 3% | 8% | i | -1% | -27% | 5% | 1% | -18%
CCOC(=O)c1cnc2c(F)ccc(F)c2c1Sc1ccccc1 | -9%[1.82 µM] | -4% | -26% | 4% | -1% | 7% | -12% | -9%
COc1ccc(F)cc1CSc1nnnn1-c1ccc(O)cc1 | ? | -25% | -19% | 21% | -25% | 14% | 2% | 10%
N=C1/C(=C\c2ccc(OC(=O)c3ccc(F)cc3)cc2)C(=O)N=C2SC(N3CCCC3)=NN12 | 24% | -16% | 0% | -12% | 10% | -1% | -13% | 15%
O=C(CSc1n[nH]c(-c2ccccc2)n1)c1ccc(O)c(O)c1 | ? | 1% | i | 5% | 35µM* | 10% | -1% | ?
C=CCN(C(=O)c1ccccn1)C(C(=O)NCc1ccccc1)c1ccccc1F (stereo not drawn) | 13% | 4% | -17% | 1% | -1% | 7% | 12% | 9%
COc1cc(/C=C/C(=O)OCC(=O)Nc2cc(S(=O)(=O)N3CCCC3)ccc2Cl)cc(OC)c1OC | 15% | 10% | i | 0% | 7% | 4% | 2% | 34%
CN(Cc1ccco1)S(=O)(=O)c1nnc(NC(=O)c2ccc(F)cc2)s1 | 4% | -1% | i | -17% | -19% | 11% | -15% | 5%
CCc1cccc(N2C(=O)CS(=O)(=O)C23C(=O)N(Cc2ccc(F)cc2)c2ccc(C)cc23)c1 (stereo not drawn) | -21% | · | -9% | 1% | · | · | · | 4%
CCOC(=O)C(C)NC(=O)Cn1ncc2c(=O)oc3ccc(C)cc3c21 (stereo not drawn) | 6% | -7% | -15% | 3% | 2% | -1% | 5% | -23%
O=C(CCC(=O)N1CCN(S(=O)(=O)c2ccccc2)CC1)c1cccs1 | 23% | 1% | -8%[57.5 µM] | 2% | -6% | 3% | 7% | 34%
Cn1c(=O)c2c(nc(SCc3cccnc3)n2Cc2ccc(F)cc2)n(C)c1=O | -12% | 6% | -16% | 3% | 2% | 4% | -3% | -14%
Cc1ccc(C)c(S(=O)(=O)Nc2ccc(C(=O)NCC(c3ccco3)N(C)C)cc2)c1 (stereo not drawn) | 21% | 7% | -12% | 1% | -11% | -6% | 112µM* | 30%
CCN(C(=O)CSc1nc2cc(C(F)(F)F)ccc2n1Cc1ccccc1)C1CCS(=O)(=O)C1 (stereo not drawn) | 15% | -7% | -60%[inhibitor] | 11% | -2% | 6% | -6% | -18%
COc1ccc2nc(Nc3sc4c(c3C(N)=O)CCCC4)sc2c1 | 10% | -2% | i | 9% | -22% | 19% | 6% | 14%
CCn1c(SCC(=O)N(C)C2CCCCC2)nc2cc(S(N)(=O)=O)ccc21 | 3% | -1% | -5% | -5% | -17% | 4% | -6% | -7%
COc1cccc(-c2noc(CCCC(=O)NC3CCCC3)n2)c1 | 0% | -11% | -10% | 7% | 20% | -1% | 2% | 15%
CCCN1C(=O)c2ccccc2NC1c1ccc(OC)cc1OC (stereo not drawn) | -12% | 32µM* | 12%[57.5 µM] | 7% | -12% | 3% | 8% | -7%
CCn1c(SCC(=O)Nc2ccc(NC(=O)c3cccs3)cc2)nnc1-c1cccnc1 | 1% | -3% | i | -6% | -8% | 7% | 11% | 3%
CC1(C)Cc2nc3oc4c(=O)n(CC(=O)Nc5ccccc5)cnc4c3cc2CO1 | -3%[0.397 µM] | 6% | i | -1% | 8% | 9% | -7% | -2%
CCOC(=O)c1c(NC(=O)COC(=O)c2nccnc2N)sc(C(=O)N(C)C)c1C | 5% | -3% | i | 0% | -12% | 3% | 4% | 18%
CCN(CC)C1CC(=O)N(c2cccc(Cl)c2)C1=O (stereo not drawn) | -9%[1.82 µM] | 2% | i | -75%[inhibitor] | -21% | 9% | 2% | 4%
Cc1ccc(N(Cc2ccc(C(=O)Nc3ccccc3C(=O)NCc3ccco3)cc2)S(C)(=O)=O)cc1C | -2% | -1% | -11%[57.5 µM] | 4% | 6% | 10% | 15% | 37%
N=c1c(S(=O)(=O)c2ccc(Br)cc2)cc2c(=O)n3ccccc3nc2n1C1CCCCC1 | 1% | 0% | -10% | -7% | 3% | 4% | -4% | -24%
COc1ccc(NC(=O)Nc2ccccc2SC)cc1 | -6%[0.397 µM] | 3% | -17% | -17% | -14% | 0% | -6% | 10%
CC(C(=O)N1CCc2ccccc21)N1CCN(Cc2ccc(Cl)cc2)CC1 (stereo not drawn) | -19% | -5% | i | 3% | -7% | 11% | 2% | 32%
Cn1nc(C(F)(F)F)c(C(=O)Nc2ccc(F)cc2F)c1Sc1ccc(Cl)cc1 | -16% | -3% | -14% | 0% | -8% | 22% | 14% | 11%
COC(=O)CC1Oc2ccccc2N(Cc2ccccc2)C1=O (stereo not drawn) | ? | -8% | i | 0% | -8% | 16% | -6% | 4%
Cc1ccc(-n2c(SCC(=O)NCc3ccco3)nc3c(sc4ccccc43)c2=O)cc1 | -20% | -5% | i | -1% | -26% | -2% | 0% | ·
Nc1ccc(C(=O)n2c3ccccc3c3ccccc32)cc1 | 7% | 6% | ? | 7% | 7% | 18% | 24% | 26%
CN1/C(=C\C(=O)COC(=O)CN2C(=O)C3CC=CCC3C2=O)C(C)(C)c2ccccc21 (stereo not drawn) | 15% | 0% | -4%[57.5 µM] | -14% | -3% | 6% | 8% | 25%
O=C(OCC(=O)N1CCN(C(=O)c2ccco2)CC1)c1ccc(Cl)cc1 | 0% | -7% | -23% | 0% | -8% | -5% | -4% | -2%
CC(=O)N1c2ccc(S(=O)(=O)N3CCC(C(=O)Nc4cc(C)ccn4)CC3)cc2CC1C (stereo not drawn) | 11% | 7% | -28% | 0% | 13% | 3% | -1% | 11%
C=CCNC(=O)NC(=O)CSc1nc2cc([N+](=O)[O-])ccc2n1-c1cccc(C(F)(F)F)c1 | -6%[0.397 µM] | 3% | i | 3% | -2% | -7% | -16% | 3%
O=C(c1ccccc1)c1ccc(NCCCn2ccnc2)c([N+](=O)[O-])c1 | -11% | 1% | -33%[inhibitor] | -2% | -6% | 9% | 7% | 23%
Cc1ccccc1CC(=O)Nc1cc(C(C)(C)C)on1 | 13% | -3% | i | -3% | -2% | 2% | 1% | 14%
Cc1ccc([C@@H]2[C@@H]3C(=O)N(C)C(=O)[C@@H]3[C@]3(Cc4ccccc4)C(=O)N(Cc4ccccn4)CC(=O)N23)o1 | 19% | 8% | -21% | 2% | -4% | 4% | 5% | -18%
CCc1ccc(-c2csc(-c3c[nH]c4ccccc34)n2)cc1 | 9% | -13% | -8% | -29% | -23% | 12% | 25% | 10%
COc1cc(NC(=O)c2cccc3c2C(=O)N(C2CCCCC2)C3)cc(OC)c1OC | ? | -27% | -17%&-10% | -12% | -10% | 10% | -7% | ?
